Screening data: PubChem, Broad Institute
F508del corr = F508del CFTR correction, initial screen, CFBE line, single point; CFBE cells, YFP halide quenching; stimulated with forskolin plus potentiator P3; % fluorescence drop versus neutral controls; activity (quench increase), % at 7.58 µM; hit rate 0.36% among 350,000; AID 720511, 2013;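 active means mean added fluorescence quench of at least 8% versus neutral control, with both replicates also reaching 8%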;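 further: cells transiently co-express mutant CFTR-F508del with the halide-sensitive YFP; corrector assay measuring rescue of mutant channel to the surface after 24 h compound exposure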
ERp5 inh = inhibitors of ERp5-driven insulin aggregation, primary screen, biochemical, turbidity, absorbance 650 nm, single point. 90 min. inhibition, % at 9.99 µM. hit rate 0.05% among 350,000;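 active means mean replicate inhibition above about 25%, with every replicate also reaching it, limit read from the data, passing the limit was not always enough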
miR-122 sensor = miR-122 Renilla sensor signal increase in Huh7, primary screen, miR-122 inhibitor project, cell-based, single point, plate reader; Huh7 miR-122 Renilla luciferase sensor, 48 h; neutral wells = 0, positive control = 100; activation (reporter increase), % at 12.5 µM; hit rate 0.3% among 340,000; AID 602342, 2012;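 active means mean replicate activation score at least 90 and every replicate individually at or above 90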;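 further: higher luciferase means less miR-122 activity so hits act as miR-122 inhibitors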
ERAP1 inh = human ERAP1 aminopeptidase inhibitors, primary screen, biochemical, single point, plate reader; recombinant ERAP1, Leu-AMC fluorescence, 60 min; inhibition, % at 10.7 µM; hit rate 0.15% among 340,000; AID 652197, 2013;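 active means mean replicate inhibition of at least 30%, or all replicates individually reaching that 30% level; inactive means mean below 30% and not every replicate reaching it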;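 further: 0% = neutral control wells and 100% = L-leucinethiol positive control wells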
SIRT5 inh = SIRT5 desuccinylase inhibitors, primary screen, biochemical, fluorescence imaging, single point, set 5. Purified SirT5, succinyl-peptide AMC, trypsin-coupled fluorescence. hit rate 1.1% among 330,000. inhibition, % at 15 µM. NAD-dependent protein deacylase sirtuin-5, mitochondrial (Homo sapiens), Q9NXA8. AID 652115, 2013; in the data active means inhibition above about 15%
Target sequence (Q9NXA8 whole entry, looked up): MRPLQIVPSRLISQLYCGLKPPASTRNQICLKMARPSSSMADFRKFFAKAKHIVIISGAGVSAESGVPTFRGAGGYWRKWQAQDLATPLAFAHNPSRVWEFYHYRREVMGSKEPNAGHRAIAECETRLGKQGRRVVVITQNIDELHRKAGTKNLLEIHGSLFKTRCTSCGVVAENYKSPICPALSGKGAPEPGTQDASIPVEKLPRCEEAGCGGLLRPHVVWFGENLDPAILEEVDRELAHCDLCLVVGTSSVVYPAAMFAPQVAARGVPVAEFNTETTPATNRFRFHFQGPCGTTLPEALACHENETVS
DENV2 CPE rescue = inhibitors of DENV2 cytopathic effect, primary screen, cell-based, plate reader, single concentration; DENV2-infected cells, cytopathic effect rescue; CPE inhibition, % at 9.99 µM; hit rate 1.7% among 350,000; AID 651640, 2012; in the data active means CPE inhibition above about 20%, passing the limit was not always enough; tested in BHK-21 cells;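 further: 0% = median of neutral control wells and 100% = median of positive control wells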
Casp6 inh = human caspase-6 inhibitors, primary screen, biochemical, VEID-R110 fluorescence, single point, set 2; P55212; purified caspase-6, Z-VEID-R110 cleavage fluorescence; inhibition, % at 12.5 µM; hit rate 0.53% among 350,000; AID 686996, 2013;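 active means mean inhibition across replicates at least about 35%, with every replicate also reaching that limit, limit read from the data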;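 further: 0% = median of neutral control wells and 100% = no fluorescence left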
Target sequence (P55212 24-179 limits assumed): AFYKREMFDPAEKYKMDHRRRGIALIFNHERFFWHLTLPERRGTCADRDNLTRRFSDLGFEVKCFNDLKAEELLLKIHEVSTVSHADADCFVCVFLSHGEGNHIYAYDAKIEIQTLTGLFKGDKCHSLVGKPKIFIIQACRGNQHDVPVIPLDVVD
Target sequence (P55212 194-293 limits assumed): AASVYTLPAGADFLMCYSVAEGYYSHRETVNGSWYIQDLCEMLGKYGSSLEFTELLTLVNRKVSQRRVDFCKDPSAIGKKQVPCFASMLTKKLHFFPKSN
* hit, by the source's call; · = not tested or not shown; [ ] = another dose, or the depositor's remark.

| item | SMILES | Casp6 inh | SIRT5 inh | ERAP1 inh | DENV2 CPE rescue |
| --- | --- | --- | --- | --- | --- |
| 1 | COc1cccc(CN2CCN(S(=O)(=O)c3ccc(Br)cc3)CC2)c1 | -3 | -1 | -5 | -8 |
| 2 | OC[C@@H]1[C@H](c2ccccc2)C2(CN(Cc3nccs3)C2)N1CCC(F)(F)F | -2 | -2 | 4 | 25* |
| 3 | CCOc1ccc(C(CCc2ccccc2)NC(=O)c2ccccc2OC)cc1OCC (stereo not given) | 5 | -5 | 2 | 2 |
| 4 | CCn1c(COC(=O)CNC(=O)c2cc(OC)c(OC)c(OC)c2)nc2cc(S(=O)(=O)N(C)C)ccc21 | -1 | 1 | 1 | 7 |
| 5 | O=C(COc1ccc(Br)cc1)N1CCN(c2ccccc2)CC1 | -3 | -2 | 1 | · |
| 6 | CC(C)NC(=O)N(C)C[C@@H]1Oc2cc(C#C[C@@H](C)O)ccc2S(=O)(=O)N([C@H](C)CO)C[C@@H]1C | 0 | 2 | 4 | -3 |
| 7 | N#CCCn1cc(/C=C2\NC(=S)N(c3ccccc3)C2=O)c(-c2ccc(-c3ccccc3)cc2)n1 | 1 | -1 | -5 | 7 |
| 8 | C[C@@H]1CN([C@H](C)CO)C(=O)Cc2cc(NC(=O)Cn3cnnn3)ccc2O[C@H]1CN(C)C(=O)Nc1cccc2ccccc12 | · | · | · | -2 |
| 9 | O=C(c1cc(=O)[nH]c2ccccc12)N1CC=C(c2ccccc2)CC1 | 2 | 1 | 2 | 10 |
| 10 | Cc1ccc(NC(=O)CCc2nnc3ccc(N4CCC5(CC4)OCCO5)nn23)nc1 | 3 | -4 | -4 | 5 |
| 11 | CC(=O)c1c(C)[nH]c(C(=O)OCC(=O)Nc2cccc(S(=O)(=O)N(C)C)c2)c1C | -1 | -3 | 0 | 7 |
| 12 | CC(=O)C1=C(O)C(=O)N(c2cccc(Br)c2)C1c1ccccc1Cl (stereo not given) | -1 | 3 | 1 | 6 |

| item | miR-122 sensor | ERp5 inh | F508del corr |
| --- | --- | --- | --- |
| 1 | -1 | -1 | -0.7 |
| 2 | · | 20 | -1.0 |
| 3 | 27 | 10 | -3.0 |
| 4 | -8 | -2 | 0.3 |
| 5 | · | 7 | · |
| 6 | -9[16.7 µM] | 1 | -2.0 |
| 7 | -6 | -1 | -5.5 |
| 8 | -7[16.7 µM] | · | -4.4 |
| 9 | · | -1 | 0.3 |
| 10 | -1 | -2 | -3.7 |
| 11 | -4 | 7 | -2.2 |
| 12 | -4 | 1 | -2.1 |

Further results.
| item | SMILES | Casp6 inh | SIRT5 inh | ERAP1 inh | DENV2 CPE rescue |
| --- | --- | --- | --- | --- | --- |
| 13 | COc1ccc(CN(C)C[C@@H]2Oc3ccc(NC(=O)Nc4ccc(OC)cc4)cc3C(=O)N([C@@H](C)CO)C[C@H]2C)cc1 | 3 | 19* | 0 | -11 |
| 14 | O=C(CN1C(=O)NC2(CCCCCCC2)C1=O)Nc1c(Cl)cccc1Cl | -2 | -5 | 0 | 4 |
| 15 | CN(C)CCCNC(=O)c1ccc(-c2cc3nc(NCc4cccnc4)n(C)c(=O)c3s2)cc1 | -26 | · | -1 | -1 |
| 16 | CC(=O)N[C@H](Cc1c[nH]c2ccccc12)C(=O)O | -2 | -6 | -1 | -4 |
| 17 | O=C(CN1CCCc2ccccc21)NCCc1ccc(Cl)cc1 | 0 | · | -1 | 9 |
| 18 | COc1ccccc1OCC(=O)NNC(=O)c1ccc(F)c(S(=O)(=O)N2CCOCC2)c1 | 3 | 4 | 0 | -3 |
| 19 | CN(C)c1cccc(F)c1C(=O)NC(=O)Nc1ccc(Cl)cc1 | -2 | 6 | 3 | 3 |
| 20 | Cn1c(SCC(O)c2ccccc2)nnc1-c1ccc2ccccc2c1 (stereo not given) | 1 | -3 | · | 1 |
| 21 | C/C(=N\NS(=O)(=O)c1ccc(Cl)cc1)c1ccc(O)cc1 | 0 | 0 | -2 | -3 |
| 22 | O=S(=O)(c1cccc(-c2n[nH]c(=S)o2)c1)N1CCOCC1 | 0 | 1 | -1 | 2 |
| 23 | CN(C(=O)COC(=O)/C=C/c1ccccc1)C1CCS(=O)(=O)C1 (stereo not given) | -1 | -5 | -2 | 0 |
| 24 | C/C(=C\C=C(C#N)C#N)c1cc(C#N)c(N)o1 | 21 | 8 | 9 | 1 |

| item | miR-122 sensor | ERp5 inh | F508del corr |
| --- | --- | --- | --- |
| 13 | 2[16.7 µM] | -6 | -1.5 |
| 14 | -13 | -6 | -2.7 |
| 15 | 0 | 1 | 2.7 |
| 16 | 0 | 2 | 2.8 |
| 17 | · | -1 | -0.6 |
| 18 | · | -7 | -0.9 |
| 19 | 7 | 9 | 7.5 |
| 20 | 2 | 2 | -2.2 |
| 21 | -4 | -5 | -1.2 |
| 22 | -1 | 6 | 1.4 |
| 23 | · | -3 | 5.4 |
| 24 | · | 9 | 5.6 |

Taken from above (14 entries):
| item | SMILES | Casp6 inh | SIRT5 inh | ERAP1 inh | DENV2 CPE rescue |
| --- | --- | --- | --- | --- | --- |
| 11 | CC(=O)c1c(C)[nH]c(C(=O)OCC(=O)Nc2cccc(S(=O)(=O)N(C)C)c2)c1C | -1 | -3 | 0 | 7 |
| 12 | CC(=O)C1=C(O)C(=O)N(c2cccc(Br)c2)C1c1ccccc1Cl (stereo not given) | -1 | 3 | 1 | 6 |
| 13 | COc1ccc(CN(C)C[C@@H]2Oc3ccc(NC(=O)Nc4ccc(OC)cc4)cc3C(=O)N([C@@H](C)CO)C[C@H]2C)cc1 | 3 | 19* | 0 | -11 |
| 14 | O=C(CN1C(=O)NC2(CCCCCCC2)C1=O)Nc1c(Cl)cccc1Cl | -2 | -5 | 0 | 4 |
| 15 | CN(C)CCCNC(=O)c1ccc(-c2cc3nc(NCc4cccnc4)n(C)c(=O)c3s2)cc1 | -26 | · | -1 | -1 |
| 16 | CC(=O)N[C@H](Cc1c[nH]c2ccccc12)C(=O)O | -2 | -6 | -1 | -4 |
| 17 | O=C(CN1CCCc2ccccc21)NCCc1ccc(Cl)cc1 | 0 | · | -1 | 9 |
| 18 | COc1ccccc1OCC(=O)NNC(=O)c1ccc(F)c(S(=O)(=O)N2CCOCC2)c1 | 3 | 4 | 0 | -3 |
| 19 | CN(C)c1cccc(F)c1C(=O)NC(=O)Nc1ccc(Cl)cc1 | -2 | 6 | 3 | 3 |
| 20 | Cn1c(SCC(O)c2ccccc2)nnc1-c1ccc2ccccc2c1 (stereo not given) | 1 | -3 | · | 1 |
| 21 | C/C(=N\NS(=O)(=O)c1ccc(Cl)cc1)c1ccc(O)cc1 | 0 | 0 | -2 | -3 |
| 22 | O=S(=O)(c1cccc(-c2n[nH]c(=S)o2)c1)N1CCOCC1 | 0 | 1 | -1 | 2 |
| 23 | CN(C(=O)COC(=O)/C=C/c1ccccc1)C1CCS(=O)(=O)C1 (stereo not given) | -1 | -5 | -2 | 0 |
| 24 | C/C(=C\C=C(C#N)C#N)c1cc(C#N)c(N)o1 | 21 | 8 | 9 | 1 |

| item | miR-122 sensor | ERp5 inh | F508del corr |
| --- | --- | --- | --- |
| 11 | -4 | 7 | -2.2 |
| 12 | -4 | 1 | -2.1 |
| 13 | 2[16.7 µM] | -6 | -1.5 |
| 14 | -13 | -6 | -2.7 |
| 15 | 0 | 1 | 2.7 |
| 16 | 0 | 2 | 2.8 |
| 17 | · | -1 | -0.6 |
| 18 | · | -7 | -0.9 |
| 19 | 7 | 9 | 7.5 |
| 20 | 2 | 2 | -2.2 |
| 21 | -4 | -5 | -1.2 |
| 22 | -1 | 6 | 1.4 |
| 23 | · | -3 | 5.4 |
| 24 | · | 9 | 5.6 |

(list continues)
| item | SMILES | Casp6 inh | SIRT5 inh | ERAP1 inh | DENV2 CPE rescue |
| --- | --- | --- | --- | --- | --- |
| 25 | CC1CCc2sc(NC(=O)C3CC(Cl)=CCC3C(=O)O)c(C#N)c2C1 (stereo not given) | 1 | 3 | 0 | -4 |
| 26 | COc1ccccc1NC(=O)CCC(=O)OCc1ccc([N+](=O)[O-])cc1 | -5 | -3 | 14 | -2 |
| 27 | CCCNC(=O)C[C@@H]1CC[C@@H]2[C@H](COc3ccc(NC(=O)c4ccccc4)cc3C(=O)N2C)O1 | -3 | 0 | 0 | 17 |
| 28 | CCOc1ccc(CCN2C(=O)C(=O)N([C@@H](CC(C)C)CN3CCC[C@H]3CN3C(=O)C(=O)NC[C@@H]3Cc3ccccc3)C[C@@H]2Cc2ccc(O)cc2)cc1 | 1 | -1 | · | 9 |
| 29 | O=C(NCc1ccccc1)c1cc(C2CCCN(C(=O)C3CCCCC3)C2)on1 (stereo not given) | 2 | -2 | -2 | 5 |
| 30 | CO[C@@H]1CN(C)C(=O)c2cc(NC(=O)Nc3ccccc3F)ccc2OC[C@@H](C)N(C(=O)c2cnccn2)C[C@H]1C | 2 | -3 | 11 | -4 |
| 31 | COCCCNC(=O)Cn1cnc2sc(C)c(S(=O)(=O)N3CCN(c4ncccn4)CC3)c2c1=O | 2 | 0 | 8 | 0 |
| 32 | Cc1ccc(N2C(=O)CC(Nc3ccc(Cl)c(S(=O)(=O)N(C)C)c3)C2=O)c(C)c1 (stereo not given) | 2 | -3 | 1 | 1 |

| item | miR-122 sensor | ERp5 inh | F508del corr |
| --- | --- | --- | --- |
| 25 | -1 | 7 | 0.2 |
| 26 | · | 1 | · |
| 27 | -4[16.7 µM] | 1 | 0.9 |
| 28 | · | -4 | 0.1 |
| 29 | -3 | 2 | 2.5 |
| 30 | · | 2 | 0.3 |
| 31 | · | 1 | 1.1 |
| 32 | -6 | -5 | -1.3 |
